Bioassay records (PubChem BioAssay)
Tn6 DDE FP – inhibitors of Tn6 peptide binding to human fibrin DD(E) | Fibrin DD(E) TRITC-Tn6 fluorescence polarization displacement | inhibition, % at 8.3 µM | 370,000 compounds, 0.21% hits | AID 720509;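 active = inhibition above a per-campaign cutoff: mean of compounds within control limits plus 3 SD, cut at about 15% in these data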;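 also: 0% = median of all compound wells on the plate and 100% = blocking peptide control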
MBD2 inh – blocks human MBD2 binding to methylated DNA; TR-FRET, MBD2 binding to methylated oligonucleotide; inhibition, % at 4.4 µM; 370,000 compounds, 0.31% hits; in the data active = inhibition above about 13%
Target sequence (Q9UBB5 whole entry, looked up): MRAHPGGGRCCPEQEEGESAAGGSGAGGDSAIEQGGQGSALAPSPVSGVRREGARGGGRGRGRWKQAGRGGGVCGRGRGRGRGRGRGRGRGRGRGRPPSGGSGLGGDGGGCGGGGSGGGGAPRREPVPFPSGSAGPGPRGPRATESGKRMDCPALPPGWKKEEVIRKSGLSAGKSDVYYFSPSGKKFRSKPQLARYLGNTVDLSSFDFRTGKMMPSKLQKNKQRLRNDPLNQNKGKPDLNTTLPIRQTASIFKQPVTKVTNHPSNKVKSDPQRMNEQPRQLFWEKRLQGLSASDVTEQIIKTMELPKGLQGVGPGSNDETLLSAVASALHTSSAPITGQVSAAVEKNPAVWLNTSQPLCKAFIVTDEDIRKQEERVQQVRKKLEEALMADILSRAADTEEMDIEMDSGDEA
LEDGF integ inh – blocks HIV-1 LEDGF/p75-dependent DNA integration | TR-FRET IN-LEDGF/p75 DNA integration, Eu/Cy5 | inhibition, % at 3.7 µM | 370,000 compounds, 0.64% hits | AID 743269;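 active = inhibition above the screen-wide mean plus 3 SD, cut at about 13% in these data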;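 also: signal is the Cy5 over europium emission ratio at 671 and 618 nm; 0% = plate median of compound wells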
PRMT1 inh – blocks human protein arginine methyltransferase 1. Q99873. AID 652257. inhibition, % at 2.79 µM. 370,000 compounds, 1.3% hits. recombinant PRMT1, activity-based probe fluorescence polarization;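 active = inhibition above about 21% made by adding two undisclosed values, limit read from the data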
Target sequence (Q99873 whole entry, looked up): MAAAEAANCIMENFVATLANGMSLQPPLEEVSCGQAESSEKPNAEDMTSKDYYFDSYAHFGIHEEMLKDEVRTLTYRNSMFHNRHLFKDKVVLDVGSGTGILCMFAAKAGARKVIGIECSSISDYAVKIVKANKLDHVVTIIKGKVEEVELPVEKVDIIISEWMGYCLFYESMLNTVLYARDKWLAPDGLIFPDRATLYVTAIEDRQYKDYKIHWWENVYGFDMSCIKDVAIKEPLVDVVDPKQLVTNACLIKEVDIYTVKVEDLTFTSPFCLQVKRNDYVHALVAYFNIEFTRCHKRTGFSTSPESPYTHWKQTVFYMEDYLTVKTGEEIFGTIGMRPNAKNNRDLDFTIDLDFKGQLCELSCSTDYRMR
DDE Tn7 FP inh – inhibitors of Tn7 peptide binding to human fibrin DD(E); FP displacement of FITC-Tn7 peptide from fibrin DD(E); 0% = median of compound wells per plate; inhibition, % at 8.3 µM; 370,000 compounds, 0.13% hits;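 active = inhibition above the mean of compounds falling within the control limits plus 3 SD of them, cut at about 14% in these data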;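 also: 0% = plate median of compound wells and 100% = 10 µM Aha-Tn7 peptide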
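Assay system: Human clot-derived fibrin DD(E) complex | Buffer or medium: Tris/NaCl/CaCl2 buffer, pH 7.8 | Repeats: One replicate per compound | Benchmarks: Aha-Tn7 high control | Measure: % inhibition scaled between sample-field median and high-control FP | Schedule: 10 min plus 3 h, room temperature | Signal: Fluorescence polarization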
proKLK7 act – activates the human kallikrein-7 zymogen; activation, % at 7 µM; 370,000 compounds, 0.9% hits; purified proKLK7, EDANS-DABCYL substrate fluorescence; 100% is mature enzyme control, 0% vehicle;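 active = activation above the mean of all tested compounds plus 3 SD, computed per campaign excluding outliers beyond control limits, cut at about 13% in these data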
Target sequence (P49862 whole entry, looked up): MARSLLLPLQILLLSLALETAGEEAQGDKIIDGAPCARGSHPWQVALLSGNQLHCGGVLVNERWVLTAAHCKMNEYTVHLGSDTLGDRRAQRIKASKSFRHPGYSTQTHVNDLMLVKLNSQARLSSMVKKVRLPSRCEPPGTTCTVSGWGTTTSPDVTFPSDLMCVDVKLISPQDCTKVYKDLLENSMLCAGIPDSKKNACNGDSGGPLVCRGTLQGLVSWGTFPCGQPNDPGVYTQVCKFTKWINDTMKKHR
TDP2 absorb – blocks human TDP2 phosphodiesterase activity; recombinant TDP2, T5PNP hydrolysis, p-nitrophenol absorbance 415 nm; inhibition, % at 12.8 µM; O95551; 370,000 compounds, 0.34% hits;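 active = inhibition above the mean of all tested compounds plus 3 SD, set per campaign, cut at about 25% in these data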;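 also: 0% = DMSO with enzyme and 100% = buffer with substrate but no TDP2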
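Incubation: 2 h at 37 °C; Test system: recombinant human TDP2; Quantity: enzyme 120 nM; Read-out basis: percent inhibition; Medium: 50 mM Tris-HCl pH 7.5 with Mg2+, KCl, DTT, BSA; Repeats: single replicate; Compound: 12.8 µM single point, 1% DMSO; Signal: epi absorbance; Reagent: 5 mM T5PNP chromogenic substrate; Benchmarks: no-enzyme high, DMSO-plus-enzyme low.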
UHRF1 MBD2 ctr – human UHRF1 methylated DNA binding inhibitors; UHRF1 binding to methylated oligo, TR-FRET; inhibition, % at 4.4 µM; Q96T88; 370,000 compounds, 0.75% hits; in the data active = inhibition above about 21%;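 also: UHRF1 SRA domain binding a hemimethylated CpG hairpin DNA probe; 0% = median of test compound wells and 100% = reference inhibitor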
SIAE inh – human SIAE inhibition, primary screen; Q9HAT2; SIAE FP-Rh probe binding, fluorescence polarization; inhibition, % at 9.66 µM; 370,000 compounds, 0.69% hits;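 active = inhibition above a cutoff: mean of compounds within the control limits plus 3 SD of those, cut at about 17% in these data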;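 also: 0% = plate median of compound wells and 100% = probe without SIAE protein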
TCR CD3 inh – human TCR-CD3 binding inhibition; inhibition, % at 9.4 µM; 360,000 compounds, 0.37% hits; TAMRA-labeled TCR probe fluorescence, biochemical; in the data active = inhibition above about 19%;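 also: recombinant mutant TCR 2C K166C tagged with TAMRA read by polarization; 0% = receptor in buffer alone and 100% = receptor with positive control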
An asterisk follows results filed as active; . = not tested or not shown.

Start of the data: the first 2 entries, ahead of the listing:
Under each structure – TCR CD3 inh, UHRF1 MBD2 ctr, PRMT1 inh, DDE Tn7 FP inh, MBD2 inh, LEDGF integ inh, SIAE inh, proKLK7 act, Tn6 DDE FP, TDP2 absorb
1. COc1cc(C(=O)O)cc(OC)c1OCc1cc(C(=O)O)oc1C
    2, 4, -4, -3, -1, 0, 9, -0.3, -1, 3
2. CC(=NN1CCN(Cc2ccccc2Cl)CC1)c1ccc(O)cc1
    ., 2, -7, 3, 3, 3, -5, 0.1, -7, -9

All compounds of this part, from the first entry:
Under each structure – TCR CD3 inh, UHRF1 MBD2 ctr, PRMT1 inh, DDE Tn7 FP inh, MBD2 inh, LEDGF integ inh, SIAE inh, proKLK7 act, Tn6 DDE FP, TDP2 absorb
1. COc1cc(C(=O)O)cc(OC)c1OCc1cc(C(=O)O)oc1C
    2, 4, -4, -3, -1, 0, 9, -0.3, -1, 3
2. CC(=NN1CCN(Cc2ccccc2Cl)CC1)c1ccc(O)cc1
    ., 2, -7, 3, 3, 3, -5, 0.1, -7, -9
3. Brc1ccccc1OCCOCCOc1cccc2cccnc12
    -3, 0, 0, 3, 2, 4, 4, -0.4, -3, -13
4. COC(=O)c1ccc(-n2c(C)cc(-c3csc(NC(=O)c4ccc(S(=O)(=O)N(C)C)cc4)n3)c2C)cc1
    0, 0, 0, -4, 5, 0, 8, -0.5, -10, 6
5. c1ccc(CN2CCC(Nc3nc(-c4cccnc4)nc4ccccc34)CC2)cc1
    -3, 1, 3, -9, 6, 1, 6, 0.0, -1, -1
6. CCCCn1c(SCC(=O)Nc2nc(C)cs2)nnc1-c1cccnc1
    1, 0, 0, 3, -2, 0, 7, 0.6, 8, 8
7. CCCCC(=O)N[C@H]1CC[C@@]23CCCN2C(=O)CCC[C@H]3[C@H]1CCC
    ., -1, 1, -1, -1, 0, 4, ., 5, 3
8. COc1ccc(NC(=O)Nc2ccc3c(c2)C(=O)N([C@H](C)CO)C[C@H](C)[C@@H](CN(C)S(C)(=O)=O)O3)cc1
    -16, 1, 0, -8, -5, 2, -1, 0.2, 3, 1
9. CCCN1CCN(CCCNC(=O)CN2C(=O)c3cccnc3Oc3ccc(C)cc32)CC1
    1, -1, -3, 1, -1, -1, -1, 0.5, 6, 9
10. CCOC(=O)c1c(NC(=O)c2ccn(CC)n2)sc2c1CCC2
    2, 2, 0, 5, -1, 1, -15, -6.0, 9, -9

(further entries)
Under each structure – TCR CD3 inh, UHRF1 MBD2 ctr, PRMT1 inh, DDE Tn7 FP inh, MBD2 inh, LEDGF integ inh, SIAE inh, proKLK7 act, Tn6 DDE FP, TDP2 absorb
11. CCOC(=O)C1=NOC2(C1)C(=O)Nc1ccc(OC)cc12 (configuration not stated)
    0, -3, 1, -4, 0, 1, -5, 0.1, -1, 5
12. CC1(C)Cc2c(sc3ncn4nc(CCC(=O)O)c(=O)nc4c23)CO1
    -6, 3, 1, 9, -2, -1, 2, -4.8, 2, -5
13. Cn1nc(C(F)(F)F)c(-c2ccccc2)c1NC(=O)c1ccco1
    -5, 6, 4, 5, 3, -2, -1, -0.1, 1, 6
14. COC(=O)C1=C(CS(=O)(=O)c2ccccc2)NC(=O)NC1c1ccc(OC)c(OC)c1 (configuration not stated)
    10, -4, -2, 5, -1, -2, -4, 0.2, 6, -6
15. Cc1ccc(S(=O)(=O)N2CCCCC2C(=O)N2CCN(Cc3ccccc3)CC2)cc1 (configuration not stated)
    8, -2, 2, 1, -2, -1, 2, 0.9, -5, -4
16. CC(C)c1ccc(/C=C2\C(=N)N3N=C(CC(=O)N4CCCCC4)SC3=NC2=O)cc1
    -5, -1, 3, 3, 3, -4, -1, -0.2, 0, 6
17. Cc1ccc(C(=O)N/C(=C\c2cccc([N+](=O)[O-])c2)C(=O)OCN2C(=O)c3ccccc3C2=O)cc1
    4, -1, 0, 5, -3, 0, -2, -0.4, 1, 7
18. COC(=O)c1[nH]c2cccc(OC)c2c1NC(=O)CN1CC(C)OC(C)C1 (configuration not stated)
    0, -3, -5, 3, -7, -1, -3, 6.2, 0, 1
19. COc1cccc(C(=O)NCc2ccc3[nH]c(C)cc3c2)c1
    2, -1, 0, 4, -2, -8, 4, -0.1, 7, -3
20. COCCn1nnnc1C(C(C)C)N(Cc1ccccc1)Cc1cc2cc(OC)ccc2[nH]c1=O (configuration not stated)
    7, -1, -2, -4, 1, 2, 1, -1.5, 3, 3

Going on with the list.
Under each structure – TCR CD3 inh, UHRF1 MBD2 ctr, PRMT1 inh, DDE Tn7 FP inh, MBD2 inh, LEDGF integ inh, SIAE inh, proKLK7 act, Tn6 DDE FP, TDP2 absorb
21. CCn1c2ccccc2c2cc(C3C(C#N)=C(N)Oc4n[nH]c(COC)c43)ccc21 (configuration not stated)
    4, -9, 1, -5, 2, -2, 0, -2.4, 3, 6
22. C1CCCCCC2(CCCCC1)OCC(CN1CCOCC1)O2 (configuration not stated)
    0, -1, -2, 1, 0, 3, 0, -0.7, 4, 4
23. COc1cc(C(=O)Oc2cccc(C(=S)N3CCOCC3)c2)cc(OC)c1OC
    -6, 2, 10, 2, 0, -5, 1, 0.4, 5, -11
24. CCO[C@@H]1OC(C(N)=O)=C[C@H](c2ccccc2)[C@H]1CCCO
    9, 3, 9, 1, -2, -1, 0, 0.5, 11, 5
25. NC(=O)c1ccc(NC(=O)COC(=O)CCC2CCCCC2)cc1
    9, 1, -2, -15, 1, 7, -15, 0.2, -3, -10
26. COC(=O)/C(C#N)=C/c1c(N2CCN(Cc3ccc4c(c3)OCO4)CC2)nc2c(C)cccn2c1=O
    -2, -2, -10, -2, 1, 7, 6, 0.2, 6, -11
27. O=C(Cn1cc(C(F)(F)F)cc(Cl)c1=O)NCc1ccc(Cl)cc1Cl
    -1, -2, 3, 5, -1, 0, -6, 0.2, 6, 12
28. CCCS(=O)(=O)NCCc1cc2ccc(OC)cc2[nH]c1=O
    -4, -2, -4, 2, 3, 0, 8, -0.1, 7, -3
29. CC(CCc1ccccc1)NC(=O)c1ccccc1 (configuration not stated)
    10, 0, -2, 5, -2, -3, -5, 0.8, 11, -1
30. OCCNc1nc(C2CC2)nc2c1nnn2Cc1ccccc1Cl
    4, 0, 3, 1, -1, -1, -6, 0.7, -4, -4

Additional records:
Under each structure – TCR CD3 inh, UHRF1 MBD2 ctr, PRMT1 inh, DDE Tn7 FP inh, MBD2 inh, LEDGF integ inh, SIAE inh, proKLK7 act, Tn6 DDE FP, TDP2 absorb
31. O=C(O)COc1ccccc1/C=C1\SC(=S)N(/N=C/c2ccccc2O)C1=O
    -2, -1, 23*, 0, -6, 5, 1, -1.1, 1, -5
32. COC(=O)c1cn(NC(=O)Cc2ccc(OC)c(OC)c2)c(=O)c2ccccc12
    6, 0, 1, -11, -3, 5, -1, -1.3, -6, 6
33. CC1Cc2ccccc2N1S(=O)(=O)c1cccc(C(=O)NCc2ccncc2)c1 (configuration not stated)
    -1, -1, 4, -2, 4, 0, 1, 0.3, -2, 8
34. Cc1ccc(Cn2cc(CN(C)S(=O)(=O)c3ccccc3Br)nn2)cc1
    ., 7, 1, -5, 3, -4, -2, 0.8, 0, -7
35. CCOC(=O)c1csc(COc2ccccc2Cl)n1
    -2, -1, 5, -5, -3, 2, 4, -0.2, -1, 4
36. COc1cc(OC)cc(C(=O)N[C@H](C(=O)OCc2cc(=O)oc3cc(C)ccc23)C(C)C)c1
    4, 2, -1, -6, 3, 1, -2, 0.3, 4, 1
37. C#CCN1C(=O)[C@]2(OCCC=C[C@H]2C)c2ccccc21
    8, -2, -4, -2, 2, 4, -7, -0.1, -5, 0
38. CCOc1ccc(NC2=NC(C(=O)NCc3ccccc3)CC(=O)N2)cc1 (configuration not stated)
    5, -3, 0, 0, 3, -4, 3, -0.2, 7, 0
39. COc1ccc(-c2cn(-c3ccccc3)nc2C(=O)O)cc1OC
    -5, 0, 6, -4, 6, -3, -5, -0.5, -9, -5
40. COc1ccccc1NCC(=O)c1ccc(Cl)cc1
    7, -6, -1, -2, 0, 2, 9, 0.1, 2, 15

Next records
Under each structure – TCR CD3 inh, UHRF1 MBD2 ctr, PRMT1 inh, DDE Tn7 FP inh, MBD2 inh, LEDGF integ inh, SIAE inh, proKLK7 act, Tn6 DDE FP, TDP2 absorb
41. CNS(=O)(=O)c1ccc2c(c1)[nH]c(=S)n2C
    45*, 1, 11, -10, -3, 1, 19*, 0.2, 13, -2
42. N#Cc1ccc2ccn(CC(=O)NCc3ccco3)c2c1
    -3, 0, 4, 3, -4, 3, -3, 0.2, 0, 10
43. Cc1ccc(-c2csc(N(CCO)CCCn3c(C(F)(F)F)nc4cc(C(F)(F)F)ccc43)n2)cc1
    -28, 10, 2, -14, 7, 1, -21, 1.1, -2, -10
44. CCOC(=O)CNc1nc(Cl)nc(Nc2ccc(Cl)cc2)n1
    1, -1, -5, -2, -1, 5, 0, -0.1, -4, 4
45. CCOC(=O)c1ccc(NC(=O)CN(c2ccc(C)cc2)S(=O)(=O)c2c(C)n[nH]c2C)cc1
    8, 2, 1, 0, -1, -1, -21, 0.2, 0, -1
46. Nc1ccc(CC(N)c2csc(Nc3nncc4ccccc34)n2)cc1 (configuration not stated)
    0, -13, 1, -8, 1, 2, 5, -0.2, 7, 5
47. CCCCC(CC)COC1(c2ccccc2)OC(=O)c2ccccc21 (configuration not stated)
    -7, 3, -3, 4, -5, 8, 3, 0.5, -1, -14
48. CC(NCC(O)COCCC12CC3CC(CC(C3)C1)C2)c1ccccc1 (configuration not stated)
    3, -1, -1, 1, -4, 0, -3, -0.3, -2, -3
49. CSc1ncnc2c1ncn2CCCN(C)Cc1ccco1
    -2, -3, -1, 1, 4, -1, 7, -0.8, 1, 6
50. COc1ccc(C(CC(=O)O)N2C(=O)CCC2=O)cc1 (configuration not stated)
    5, 2, -1, 3, 2, -2, -2, -1.0, -2, 11

More results follow.
Under each structure – TCR CD3 inh, UHRF1 MBD2 ctr, PRMT1 inh, DDE Tn7 FP inh, MBD2 inh, LEDGF integ inh, SIAE inh, proKLK7 act, Tn6 DDE FP, TDP2 absorb
51. COc1cc(NC(=O)C2(C)CCN2C(=O)C(C)C)cc(OC)c1OC (configuration not stated)
    4, 0, -2, 1, -2, -1, 0, 0.1, 0, -4
52. COCCn1c(N)c(N(Cc2ccccc2)C(=O)c2ccc3ccccc3c2)c(=O)[nH]c1=O
    1, 26*, -4, 1, 13*, 10, 8, -0.3, -4, 10
53. Nc1nc(SCc2ccc3c(c2)OCO3)n[nH]1
    6, 0, 3, 9, 5, 0, -1, 0.0, 1, -6
54. Cc1cc(NC(=O)c2ccccc2Cl)c(C(C)C)cc1O
    4, -5, -4, 3, -4, 1, 7, 0.1, 6, 2
55. COc1ccc(C(=O)Nc2ccccc2N2CCN(C(=O)C(C)C)CC2)cc1Cl
    4, 2, -3, -1, 0, -1, -3, 0.8, 4, -15
